OXTR potentiate – human OXTR potentiation | P30559 | CHO-OTR cells, Fluo-8 calcium fluorescence, potentiator mode; 0% = oxytocin EC15, 100% = EC100 | activation, % at 3 µM | 320,000 compounds, 0.061% hits | AID 2445;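 active means activation above that plate's cutoff, the mean activation of tested compounds plus 3 SD, cut at about 6.6% in these data, passing the limit was not always enough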;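 further: 100% uses oxytocin at 75 nM as the full agonist control; some results filed as inactive read as strong as hits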
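Assay system: CHO-OTR cells, human receptor / Also added: oxytocin at about EC15, sub-maximal agonist stimulus / Dosing: single dose, 3.0 µM nominal final compound concentration / Incubation: 6 min pre-incubation, 100 s read / Technique: Fluo-8 calcium dye fluorescence / Read-out: % activation vs EC15 and EC100 oxytocin / Benchmarks: EC15 oxytocin low, 75 nM oxytocin high / Replicates: singlicate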
TAAR1 antag – human TAAR1 antagonism. CHO RD-HGA16 TAAR1, Fluo-8 calcium fluorescence, antagonist. AID 624466. 360,000 compounds, 1.5% hits. Q96RJ0. inhibition, % at 3 µM;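 active means inhibition above a per-plate cutoff, the mean inhibition of test compounds on that plate plus 3 SD, cut at about 49% in these data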;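 further: 0% = DMSO plus EC80 beta-PEA response and 100% = DMSO alone without agonist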
Target sequence (Q96RJ0 whole entry, looked up): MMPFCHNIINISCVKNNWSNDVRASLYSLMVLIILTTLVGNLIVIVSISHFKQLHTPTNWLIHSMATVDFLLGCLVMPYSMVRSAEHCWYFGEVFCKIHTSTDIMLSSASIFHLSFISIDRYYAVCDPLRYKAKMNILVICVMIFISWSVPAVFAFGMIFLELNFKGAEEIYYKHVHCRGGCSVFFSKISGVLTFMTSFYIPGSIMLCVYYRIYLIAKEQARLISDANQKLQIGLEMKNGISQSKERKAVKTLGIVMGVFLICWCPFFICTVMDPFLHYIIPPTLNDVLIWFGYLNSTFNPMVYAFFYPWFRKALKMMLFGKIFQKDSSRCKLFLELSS
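System: CHO RD-HGA16 cells bearing hTAAR1. Reagent: EC80 β-phenethylamine stimulus. Schedule: seeding 17-24 h prior, 75-min 37 °C, 30-min RT dye loading. Signal: Fluo-8 intracellular calcium dye fluorescence, real-time kinetic reads. Read-out: % inhibition from peak post-agonist over basal fluorescence ratio. Benchmarks: vehicle wells and EC80 agonist wells. Replicates: n of 1.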
CHRM1 agonist – human M1 muscarinic receptor agonism. P11229. 360,000 compounds, 0.33% hits. CHO-K1 hM1, Fluo-8 calcium fluorescence, agonist mode; 0% DMSO, 100% acetylcholine EC100. activation, % at 3 µM;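 active means activation above the run's mean compound activation plus 3 SD, cut at about 16% in these data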;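 further: peak over basal fluorescence ratio within a 140 s kinetic read after compound addition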
V1R ag counter – counter-screen for oxytocin receptor agonists: human V1a receptor agonists; P37288; CHO-V1R cells, Fluo-8 calcium fluorescence, agonist mode; 0% DMSO, 100% 3 nM vasopressin; activation, % at 3 µM; 320,000 compounds, 0.25% hits;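 active means activation above the mean activation of all tested compounds plus 3 SD, per screening run, cut at about 20% in these data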;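 further: signal is peak over basal fluorescence ratio across a 100 second FLIPR read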
Target sequence (P37288 whole entry, looked up): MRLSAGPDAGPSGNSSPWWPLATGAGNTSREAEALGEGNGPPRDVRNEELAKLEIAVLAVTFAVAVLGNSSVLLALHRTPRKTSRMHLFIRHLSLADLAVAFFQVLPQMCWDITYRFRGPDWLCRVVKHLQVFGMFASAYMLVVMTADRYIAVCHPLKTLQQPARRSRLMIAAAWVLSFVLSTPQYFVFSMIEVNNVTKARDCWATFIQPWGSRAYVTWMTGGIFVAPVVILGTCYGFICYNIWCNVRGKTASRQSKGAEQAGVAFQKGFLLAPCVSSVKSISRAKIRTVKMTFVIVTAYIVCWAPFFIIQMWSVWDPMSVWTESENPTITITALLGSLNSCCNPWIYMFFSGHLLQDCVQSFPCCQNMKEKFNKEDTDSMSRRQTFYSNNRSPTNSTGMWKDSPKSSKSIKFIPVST
CHO-K1 Ca antag – counter-screen for M1 antagonists: effect in parental CHO-K1 cells. ATP-induced calcium, Fluo-8 fluorescence. inhibition, % at 3 µM. 360,000 compounds, 0.6% hits. AID 602250;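 active means inhibition above a per-plate cutoff, the plate's mean sample inhibition plus 3 SD, cut at about 24% in these data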;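 further: 0% = DMSO plus EC80 ATP and 100% = DMSO alone without ATP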
TAAR1 ag – agonists of human TAAR1 | CHO RD-HGA16 TAAR1, Fluo-8 calcium fluorescence; vehicle wells 0%, saturating PEA agonist 100% | Q96RJ0 | AID 624467 | 360,000 compounds, 0.99% hits | activation, % at 3 µM;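 active means activation above the mean activation of all test compounds in the run plus 3 SD, cut at about 38% in these data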
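Test system: RD-HGA16 (CHO) cells co-expressing Gα16 and hTAAR1 / Benchmarks: DMSO vehicle as 0%, PEA at EC100 as 100% / Repeats: no replicates (n 1) / Measure: % activation from peak over basal fluorescence ratio, DMSO-to-PEA scaled / Timing: 17-24 h plating, Fluo-8 75 min 37 °C, 30 min RT / Technique: kinetic Fluo-8 calcium fluorescence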
CHO parental Ca – signal in parental CHO cells, OX1R antagonist counter-screen | 330,000 compounds, 0.63% hits | inhibition, % at 5.6 µM | parental CHO-K1, ATP-induced calcium, Fluo-8 fluorescence;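 active means inhibition above that plate's mean sample inhibition plus 3 SD, cut at about 26% in these data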;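 further: 0% = ATP-challenged DMSO wells and 100% = DMSO wells without ATP; some compounds past the cut are filed as inactive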
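Material – parental CHO cells · Reagent – ATP stimulus · Compound – single nominal dose of 5.6 µM per compound · Detection – Fluo-8 fluorescence · Read-out basis – percent inhibition of calcium signal · Controls – ATP-challenged DMSO wells low, unchallenged DMSO wells high · Repeats – no replicates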
M1 PAM parental – M1 PAM counterscreen hit in parental CHO-K1 cells | 360,000 compounds, 0.02% hits | activation, % at 3 µM | ATP EC20, Fluo-8 calcium fluorescence; 0% at ATP EC20, 100% at ATP max;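 active means activation above the run cutoff, the mean activation of all test compounds plus 3 SD, cut at about 40% in these data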;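 further: peak over basal fluorescence ratio in a 140 s read after ATP addition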
CHO-K1 Ca ag – M1 agonist counterscreen hit in parental CHO-K1 cells; Fluo-8 calcium fluorescence; scaled to maximal ATP response, vehicle zero; activation, % at 3 µM; 360,000 compounds, 0.48% hits; in the data active means activation above about 15%;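 further: untransfected CHO-K1 host cells lacking M1 receptor as counterscreen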
The depositor's hits bear a star.

Cc1cc(C(=O)N/N=C/c2cccnc2)n[nH]1 was read as OXTR potentiate 3.0, TAAR1 antag -25.6, CHRM1 agonist -3.1, V1R ag counter 0.2, CHO-K1 Ca antag -2.8, TAAR1 ag 8.9, CHO parental Ca -9.3, M1 PAM parental 3.3 and CHO-K1 Ca ag 0.2.
Screening Cc1nnc(SCC(=O)N(C2CCCCC2)C2CCS(=O)(=O)C2)n1N (stereo unspecified) returned OXTR potentiate -2.4, TAAR1 antag -12.3, CHRM1 agonist -1.5, V1R ag counter 1.2, CHO-K1 Ca antag -8.9, TAAR1 ag 2.9, CHO parental Ca 1.5, M1 PAM parental 0.7 and CHO-K1 Ca ag 0.1.
CCCn1c(SCC(=O)NC2CCCC2)nnc1-c1cccnc1 was read as OXTR potentiate 4.3, TAAR1 antag -11.5, CHRM1 agonist -3.0, V1R ag counter 0.6, CHO-K1 Ca antag -7.1, TAAR1 ag 4.7, CHO parental Ca -8.2, M1 PAM parental -17.7 and CHO-K1 Ca ag -0.2.
`CN(C(=O)CSc1nnc(-c2ccco2)n1C)C1CCCCC1` gave TAAR1 antag 1.5, CHRM1 agonist -1.8, CHO-K1 Ca antag -5.1, TAAR1 ag 1.8, M1 PAM parental -3.8 and CHO-K1 Ca ag 1.2.
COc1ccc(N2CCN(C(=O)CCc3nnc4ccc(N5CCC(C)CC5)nn34)CC2)cc1 was read as OXTR potentiate -5.0, TAAR1 antag -18.0, CHRM1 agonist -5.7, V1R ag counter 0.7, CHO-K1 Ca antag -12.1, TAAR1 ag -2.5, CHO parental Ca -21.4, M1 PAM parental 15.3 and CHO-K1 Ca ag -0.7.
For Cc1ccsc1C(=O)N1CCCC(CO)(Cc2ccccc2)C1 (stereo unspecified) the results were OXTR potentiate -3.5, TAAR1 antag -0.9, CHRM1 agonist -0.1, V1R ag counter 1.7, CHO-K1 Ca antag 4.2, TAAR1 ag 4.9, CHO parental Ca -18.4, M1 PAM parental -1.6 and CHO-K1 Ca ag 1.5.
For COc1ccc(CNc2ncnc3c2[nH]c2cc(OC)c(OC)cc23)cc1 the results were OXTR potentiate -12.0, TAAR1 antag -6.0, CHRM1 agonist -2.7, V1R ag counter 0.8, CHO-K1 Ca antag 14.2, TAAR1 ag 2.1, CHO parental Ca 13.9, M1 PAM parental -26.4 and CHO-K1 Ca ag 2.9.
N#C/C(=C/c1ccncc1)c1nc2ccccc2s1 was read as OXTR potentiate -6.1, TAAR1 antag -1.1, CHRM1 agonist 4.9, V1R ag counter 55.2*, CHO-K1 Ca antag 14.1, TAAR1 ag 4.2, CHO parental Ca 43.8*, M1 PAM parental -6.2 and CHO-K1 Ca ag 10.3.
`CC(Oc1ccc(F)cc1Br)c1nc2ccccc2c(=O)[nH]1` (stereo unspecified) gave OXTR potentiate -5.2, TAAR1 antag -13.3, CHRM1 agonist -4.6, V1R ag counter -1.6, CHO-K1 Ca antag -8.8, TAAR1 ag -1.2, CHO parental Ca -25.6, M1 PAM parental 7.2 and CHO-K1 Ca ag -0.3.
Screening CCOc1ccc(Cn2ccnc2CCl)cc1[N+](=O)[O-] returned OXTR potentiate -9.2, TAAR1 antag -8.2, CHRM1 agonist -2.7, V1R ag counter 0.3, CHO-K1 Ca antag -2.7, TAAR1 ag 10.2, CHO parental Ca -11.0, M1 PAM parental 7.2 and CHO-K1 Ca ag 0.1.
`CC1(c2cnc(Nc3ccccc3)s2)CCC(=O)O1` (stereo unspecified) gave OXTR potentiate -8.9, TAAR1 antag -26.1, CHRM1 agonist -1.9, V1R ag counter -0.4, CHO-K1 Ca antag -8.6, TAAR1 ag 1.9, CHO parental Ca -5.9, M1 PAM parental 11.4 and CHO-K1 Ca ag 0.3.
COc1ccc(-n2c(=O)c3ccccc3n(CC(=O)c3ccccc3)c2=O)cc1OC was read as OXTR potentiate -1.2, TAAR1 antag -0.7, CHRM1 agonist -1.9, V1R ag counter 0.7, CHO-K1 Ca antag -13.6, TAAR1 ag -0.6, CHO parental Ca -7.8, M1 PAM parental 11.4 and CHO-K1 Ca ag -0.1.
For COc1ccc(CCNc2cn[nH]c(=O)c2Cl)cc1OC the results were OXTR potentiate -8.5, TAAR1 antag 6.1, CHRM1 agonist -3.3, V1R ag counter 0.9, CHO-K1 Ca antag -5.5, TAAR1 ag 11.3, CHO parental Ca 5.1, M1 PAM parental 1.3 and CHO-K1 Ca ag -0.3.
For COC(=O)c1ccc(NC(=S)NC2CCc3ccccc32)cc1 (stereo unspecified) the results were OXTR potentiate -15.9, TAAR1 antag 10.6, CHRM1 agonist -0.9, V1R ag counter 9.8, CHO-K1 Ca antag 11.2, TAAR1 ag 13.3, CHO parental Ca -2.1, M1 PAM parental 5.5 and CHO-K1 Ca ag 10.2.
`CCOC(=O)CSc1n[nH]c(NC(=O)c2ccc(F)cc2)n1` gave OXTR potentiate -0.3, CHRM1 agonist -4.3, V1R ag counter 0.0, CHO-K1 Ca antag -8.7, CHO parental Ca -8.0, M1 PAM parental 9.6 and CHO-K1 Ca ag 0.7.
Screening COc1ccc(NC(=O)c2ccsc2NC(C)=O)cc1 returned OXTR potentiate -5.9, TAAR1 antag 13.0, CHRM1 agonist -5.4, V1R ag counter -0.6, CHO-K1 Ca antag -1.2, TAAR1 ag -1.1, CHO parental Ca -17.3, M1 PAM parental 12.8 and CHO-K1 Ca ag 2.6.
Screening COc1ccccc1N(CCC#N)C(=O)CSc1ccc2c(c1)OCCO2 returned OXTR potentiate -13.8, TAAR1 antag 4.1, CHRM1 agonist -3.5, V1R ag counter 3.1, CHO-K1 Ca antag 0.4, TAAR1 ag 8.8, CHO parental Ca -6.3, M1 PAM parental 1.9 and CHO-K1 Ca ag 1.2.
CC(=O)NC12CC3CC(C1)CC(C(=O)Nc1ccc(C)c(S(=O)(=O)N4CCCCCC4)c1)(C3)C2 was read as TAAR1 antag -3.9, CHRM1 agonist -2.7, CHO-K1 Ca antag -1.7, TAAR1 ag 23.6, M1 PAM parental 0.8 and CHO-K1 Ca ag 0.7.
For O=C(NC(c1ccc(-c2ccccc2)cc1)c1cnccn1)C1CCN(Cc2ccc3c(c2)OCO3)CC1 (stereo unspecified) the results were TAAR1 antag 22.3, CHRM1 agonist -5.4, CHO-K1 Ca antag -6.1, TAAR1 ag 23.6, M1 PAM parental 15.7 and CHO-K1 Ca ag 3.0.
`Oc1nc(Nc2ccc(Cl)cc2Cl)sc1/C=C1\C=Nc2ccccc21` gave OXTR potentiate -1.1, TAAR1 antag 2.0, CHRM1 agonist -3.1, V1R ag counter 2.1, CHO-K1 Ca antag 5.6, TAAR1 ag 4.3, CHO parental Ca -8.4, M1 PAM parental 6.8 and CHO-K1 Ca ag 0.4.
`Cn1nc(C(F)(F)F)c(/C=N/OC(=O)c2ccccc2)c1Sc1ccc(Cl)cc1` gave OXTR potentiate -17.9, TAAR1 antag 11.9, CHRM1 agonist -2.1, V1R ag counter 1.6, CHO-K1 Ca antag -12.7, TAAR1 ag -1.0, CHO parental Ca -25.6, M1 PAM parental 12.9 and CHO-K1 Ca ag 1.1.
For O=C(Nc1cccc2ccccc12)NC1CCS(=O)(=O)C1 (stereo unspecified) the results were OXTR potentiate -1.9, TAAR1 antag 1.8, CHRM1 agonist -4.8, V1R ag counter -0.1, CHO-K1 Ca antag -0.5, TAAR1 ag 6.6, CHO parental Ca -6.5, M1 PAM parental 3.5 and CHO-K1 Ca ag -0.3.
`COCCN(Cc1ccccc1)C(=S)Nc1ccc(OC(F)F)cc1` gave OXTR potentiate -8.6, TAAR1 antag 7.9, CHRM1 agonist -9.6, V1R ag counter 0.6, CHO-K1 Ca antag 8.6, TAAR1 ag -1.7, CHO parental Ca -9.6, M1 PAM parental 8.9 and CHO-K1 Ca ag 0.1.
For c1ccc(COC2CCCN(Cc3nc(Cc4ccccc4)no3)C2)cc1 (stereo unspecified) the results were OXTR potentiate -2.7, TAAR1 antag -6.1, CHRM1 agonist -9.4, V1R ag counter 0.9, CHO-K1 Ca antag -17.7, TAAR1 ag 3.3, CHO parental Ca -17.5, M1 PAM parental 31.6 and CHO-K1 Ca ag 2.0.
CNC(=S)N/N=C(\C)c1ccc(Cl)c(Cl)c1 was read as OXTR potentiate -9.2, TAAR1 antag -21.1, CHRM1 agonist -3.4, V1R ag counter -0.6, CHO-K1 Ca antag 8.6, TAAR1 ag 4.0, CHO parental Ca -20.2, M1 PAM parental -17.0 and CHO-K1 Ca ag 0.1.
Screening Cc1cc(C)c(NS(=O)(=O)c2cccc3cccnc23)c(C)c1 returned OXTR potentiate -2.8, TAAR1 antag -9.4, CHRM1 agonist -3.3, V1R ag counter -0.6, CHO-K1 Ca antag 26.9*, TAAR1 ag 4.2, CHO parental Ca -7.3, M1 PAM parental -15.3 and CHO-K1 Ca ag -0.1.
`CC(C)(C)NC(=S)NNC(=O)c1ccccc1Cl` gave OXTR potentiate -6.4, TAAR1 antag -19.7, CHRM1 agonist -7.5, V1R ag counter 0.3, CHO-K1 Ca antag -4.5, TAAR1 ag 2.9, CHO parental Ca -2.6, M1 PAM parental 17.1 and CHO-K1 Ca ag 0.7.
`CCCC1NC(=O)c2cccnc2-n2c1nc1cc(F)c(F)cc1c2=O` (stereo unspecified) gave TAAR1 antag -10.6, CHRM1 agonist -0.5, CHO-K1 Ca antag -10.7, TAAR1 ag 0.9, M1 PAM parental 10.3 and CHO-K1 Ca ag 0.5.
O=C(COc1ccccc1)NC1=NCCS1 was read as OXTR potentiate -3.7, TAAR1 antag 9.9, CHRM1 agonist -3.0, V1R ag counter 0.0, CHO-K1 Ca antag -7.8, TAAR1 ag 11.0, CHO parental Ca -1.0, M1 PAM parental 3.2 and CHO-K1 Ca ag 0.2.
Screening Cc1ccc(S(=O)(=O)Nc2ccccc2C(=O)N2CCCCC2)cc1 returned OXTR potentiate 0.2, TAAR1 antag -12.6, CHRM1 agonist -1.7, V1R ag counter -0.5, CHO-K1 Ca antag -8.0, TAAR1 ag 0.3, CHO parental Ca -18.4, M1 PAM parental 14.8 and CHO-K1 Ca ag 1.9.

Screening data from PubChem BioAssay.
